High-throughput results as filed in PubChem BioAssay.
RGS12 GoLoco inh – qHTS Assay for Inhibitors of RGS12 GoLoco Motif Activity (Red Fluorophore); Potency, µM (titrated, usually from 61.6 µM), inactives show at the top dose activity, negative = inhibition, most hits filed as inhibitors; hit rate 0.44% among 230,000; Guanine nucleotide-binding protein G(i) subunit alpha-1 (Homo sapiens), P63096; Gai1:RGS12 GoLoco peptide FP, rhodamine, 10 min; active means well fitted inhibition curve with a large enough effect, not every such curve was filed as active; inactive means no such curve, though single readings can be large or run the other way; further: nearly all actives have a fitted effect of over 30% in size; many of its hits are not listed in these tables
TexasRed fluor – Total Fluorescence Counterscreen for Inhibitors of the Interaction of Thyroid Hormone Receptor and Steroid Receptor Coregulator 2. Potency, µM (series often up to 106 µM), for the others: at the highest dose fluorescence change, negative = quenching. TRb/SRC2 Texas Red total fluorescence interference. hit rate 0.29% among 280,000; active means well fitted curve in either direction with a large enough effect; inconclusive means small, poorly fitted or top-dose-only effect
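Flags fluorescent or light-absorbing compounds by total fluorescence, S + 2P, at 555 nm excitation and 632 nm emission. Mixture: 20 nM Texas Red SRC2 peptide, 0.6 uM human TRb LBD, 1 uM T3, 5% DMSO; compound exposure 5 h at ambient temperature.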
Tau fibril FP – qHTS for Inhibitors of Tau Fibril Formation, Fluorescence Polarization | Potency, µM (doses to about 57.7 µM), for inactives: top-dose activity, negative = inhibition, actives largely listed as inhibitors | hit rate 0.39% among 280,000 | K18 P301L tau heparin fibrillization, Alexa594 FP, 6 h; further: nearly all actives have a fitted effect of over 55% in size
Target sequence (P10636 561-689 P618L limits assumed): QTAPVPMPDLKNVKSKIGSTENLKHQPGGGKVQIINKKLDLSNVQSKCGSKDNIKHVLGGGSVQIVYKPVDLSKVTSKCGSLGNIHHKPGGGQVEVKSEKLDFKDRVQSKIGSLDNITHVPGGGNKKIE
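K18 P301L tau (15 uM unlabeled/0.24 uM Alexa 594-labeled, final) + compound + heparin 20 uM final; 100 mM NaOAc pH 7; 6 hr 37 C; ThT 30 uM final added, 1 hr RT; FP ex 555/em 632 nm.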
Tau fibril ThT – qHTS for Inhibitors of Tau Fibril Formation, Thioflavin T Binding; Microtubule-associated protein tau (Homo sapiens), P10636; recombinant tau K18 P301L (four-repeat tau fragment), heparin-induced fibrillization, ThT fluorescence; Potency, µM (doses to about 57.4 µM), without a hit: at the top dose activity, negative = inhibition, most hits filed as inhibitors; hit rate 2.1% among 270,000; AID 1460, 2008; further: nearly all actives have a fitted effect of over 55% in size
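Tau K18 P301L fragment (15 uM unlabeled plus 0.24 uM Alexa 594-labeled) in 100 mM sodium acetate pH 7 with compound, fibrillization induced by 20 uM heparin for 6 hr at 37 C. Thioflavin T (30 uM) added, fluorescence read after 1 hr (ex 450, em 510 nm).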
TRb SRC2 PPI – qHTS for Inhibitors of the Interaction of Thyroid Hormone Receptor and Steroid Receptor Coregulator 2 | Thyroid hormone receptor beta (Homo sapiens), P10828 | hit rate 0.065% among 280,000 | AID 1469, 2008 | Potency, µM (titrated, usually from 106 µM), for inactives: at the top dose activity change, negative = inhibition, most hits filed as inhibitors | TRbeta-SRC2 peptide binding, fluorescence polarization; receptor liganded with 1 µM T3;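 further: plate controls were bound peptide for no effect and peptide without receptor for full effect; nearly all actives have a fitted effect of over 50% in size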
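Human TRb LBD (0.6 uM) plus Texas Red-labeled SRC2 peptide (20 nM), 1uM T3, 5% DMSO, 5 hr at ambient temperature. Decreased polarization (555/632 nm) flags inhibition; data normalized to free and bound peptide controls.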
RECQ1 inh – qHTS Assay for Inhibitors of RecQ-Like Dna Helicase 1 (RECQ1); RECQ1 DNA unwinding, red fluorescence kinetic read; ATP-dependent DNA helicase Q1 (Homo sapiens), P46063; hit rate 0.54% among 240,000; Potency, µM (top dose mostly 57.3 µM), inactives show top-dose activity, negative = inhibition, usual class: inhibitors; AID 2549, 2010;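 further: plate controls were vehicle for no effect and no enzyme for full effect; nearly all actives have a fitted effect of over 30% in size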
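RECQ1T1 50 nM; forked duplex (20 bp + 30-nt ss tails) 200 nM, ATP 2 mM final; pH 8.0, 2 mM MgCl2, 2.5 ug/ml poly(dI-dC); 15 min compound preincubation; discontinuous kinetic read over 2 h at RT.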
L3MBTL1 block – qHTS Assay for the Inhibitors of L3MBTL1; Lethal(3)malignant brain tumor-like protein 1 (Homo sapiens), Q9Y468; AlphaScreen L3MBTL1–H3K9me1 peptide binding; Potency, µM (top dose mostly 57.1 µM), for inactives: at the highest dose activity, negative = inhibition, most hits filed as inhibitors; hit rate 0.66% among 230,000; further: nearly all actives have a fitted effect of over 60% in size
Target sequence (Q9Y468 whole entry, looked up): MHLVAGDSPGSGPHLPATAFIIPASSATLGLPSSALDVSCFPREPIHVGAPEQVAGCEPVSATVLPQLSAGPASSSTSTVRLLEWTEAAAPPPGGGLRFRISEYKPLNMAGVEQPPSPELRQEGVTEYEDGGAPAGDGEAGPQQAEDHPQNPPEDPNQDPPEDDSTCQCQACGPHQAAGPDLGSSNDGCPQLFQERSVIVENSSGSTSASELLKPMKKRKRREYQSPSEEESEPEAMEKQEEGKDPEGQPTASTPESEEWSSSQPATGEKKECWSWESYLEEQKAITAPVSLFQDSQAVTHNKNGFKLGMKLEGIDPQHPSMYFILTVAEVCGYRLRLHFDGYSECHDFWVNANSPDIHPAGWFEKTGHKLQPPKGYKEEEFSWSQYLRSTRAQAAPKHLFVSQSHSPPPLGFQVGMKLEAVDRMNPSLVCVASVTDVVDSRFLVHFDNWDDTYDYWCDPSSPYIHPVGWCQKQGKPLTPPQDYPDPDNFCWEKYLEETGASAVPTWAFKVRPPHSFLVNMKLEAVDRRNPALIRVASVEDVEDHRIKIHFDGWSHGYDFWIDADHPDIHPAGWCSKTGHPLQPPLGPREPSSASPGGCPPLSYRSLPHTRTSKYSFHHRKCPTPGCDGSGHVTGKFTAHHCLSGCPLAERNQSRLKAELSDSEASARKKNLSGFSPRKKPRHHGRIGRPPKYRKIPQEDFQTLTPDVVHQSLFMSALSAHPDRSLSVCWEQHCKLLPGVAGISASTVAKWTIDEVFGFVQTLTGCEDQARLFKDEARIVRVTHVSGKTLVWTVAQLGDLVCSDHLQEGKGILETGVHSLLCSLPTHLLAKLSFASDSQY
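L3MBTL1 (50 nM) pre-complexed 30 min with biotinylated H3(1-15)K9me1 peptide (75 nM), then compounds added for 30 min at room temperature; AlphaScreen streptavidin donor/nickel chelate acceptor beads (10 ug/mL final) read after 30 min dark incubation.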
JMJD2E inh – qHTS Assay for Inhibitors of Human Jumonji Domain Containing 2E (JMJD2E); Lysine-specific demethylase 4E (Homo sapiens), B2RXH2; JMJD2E catalytic domain, FDH-coupled NADH fluorescence (FDH is formaldehyde dehydrogenase); Potency, µM (titrated, usually from 57.1 µM), inactives show at the highest dose activity change, negative = inhibition, usual class: inhibitors; hit rate 1.6% among 230,000; AID 2147, 2009; active means well fitted inhibition curve with a large enough effect, not every such curve was filed as active; inconclusive means small, poorly fitted or top-dose-only effect, or another doubt; inactive means no such curve, though single readings can be large or run the other way;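 further: 0% = wells with enzyme and -100% = buffer wells without enzyme; nearly all actives have a fitted effect of over 50% in size; many of its hits are not listed in these tables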
The depositor's hits bear a star; i = inactive; ? = inconclusive; nt = no result given; [ ] = dose if it differs, or a comment. Unless noted, the call rests on the fitted dose curve; in most records, active means well fitted curve in the direction sought with a large enough effect; inconclusive means small, poorly fitted or top-dose-only effect, or another doubt; inactive means no such curve, though single readings can be large; an effect the other way counts as inactive or inconclusive. Unless noted, on the % scale 0 is the no-effect control and ±100 the full control effect; potency means the concentration at half of the fitted maximal effect. An excerpt; rates above refer to the full screens.

SMILES | RGS12 GoLoco inh | TexasRed fluor | Tau fibril FP | Tau fibril ThT | TRb SRC2 PPI | RECQ1 inh | L3MBTL1 block | JMJD2E inh
COc1ccc(C2CC(=O)c3ccc(OC)cc3O2)cc1 (stereo unspecified) | 4% | -4% | -3% | 0% | 0% | -4% | nt | 3%
CSc1cccc(NC(=S)NCCCN2CCN(c3ccc(F)cc3)CC2)c1 | -1% | 1% | -10% | ? | 4% | -20% | nt | -9%
Cc1ccc(-n2c(=O)cc(N3CCN(c4ccccc4Cl)CC3)[nH]c2=O)cc1 | nt | -3% | -2% | -3% | 8% | nt | nt | nt
O=[N+]([O-])c1ccc(C2CCCC/C2=N\OCc2cccc(F)c2)c([N+](=O)[O-])c1 (stereo unspecified) | 0% | -2% | 9% | -6% | -22% | -17% | -24% | -2%
CC(=O)Nc1ccc2nc(NC(=O)c3ccc([N+](=O)[O-])s3)sc2c1 | -5% | ? | -6% | 1.1µM* | 2% | 14% | -6% | 8%
COc1cc(CN2CCCC(C)C2)cc([N+](=O)[O-])c1O (stereo unspecified) | 2% | 4% | 1% | -16% | 5% | -11% | -6% | -2%
CCOCc1c(C(=O)Nc2cc(OCC)c(N3CCOCC3)cc2OCC)oc2ccccc12 | -3% | -1% | ? | ? | 1% | -2% | nt | 5%
Cc1cc(C)n(-c2ccccc2[N+](=O)[O-])n1 | 0% | 0% | -8% | -13% | -2% | -8% | 2% | 3%
O=C1Nc2cc(Cl)cnc2N2CCCC12 (stereo unspecified) | -34% | -2% | ? | 14µM* | 6% | -1% | -10% | ?
Fc1ccc(CO/N=C/C2=C(Cl)c3ccccc3CC2)cc1 | 8% | -2% | -9% | -18% | -6% | -2% | 59%[activator] | -3%
CCOc1ccc(-n2c(SCC(=O)NCc3ccccc3)nc3n[nH]c(C)c3c2=N)cc1 | nt | 0% | -11% | ? | -5% | nt | nt | nt
COc1ccc(CNc2nc3ccccc3n2CCN2CCCCC2)cc1 | 14% | -4% | -1% | 3% | 5% | i | -5%[11.4 µM] | -2%
Cc1nc2c(C)cccc2cc1C(=O)N/N=C/c1cccnc1 | 238%[activator] | -1% | 7% | -13% | -3% | ? | -1% | 11%
COC(=O)c1ccc(NC(=S)NCCc2ccccc2)cc1 | 8% | -1% | ? | -9% | 0% | -10% | 26% | 6%
O=C(CCN1CCCCC1)Nc1ccc2c(c1)C(=O)c1ccc(NC(=O)CCN3CCCCC3)cc1C2=O | 5% | -7% | 7% | ? | 0% | i | nt | nt
Cn1cnc([N+](=O)[O-])c1Sc1nc2ccccc2[nH]1 | -12% | -1% | -10% | ? | 7% | -6% | -7% | 6%
O=C(Nc1cccc(C(F)(F)F)c1)C(Sc1n[nH]c(=O)[nH]c1=O)c1ccccc1 (stereo unspecified) | 13% | -2% | -7% | 14% | -1% | -2% | -12% | -20%
CC(CC(=O)Nc1ccccc1C(F)(F)F)c1ccccc1 (stereo unspecified) | -3% | -1% | 2% | -3% | 0% | -4% | 5% | 2%
O=C(Cc1ccccc1)Nc1c(C(=O)c2ccccc2)oc2ccccc12 | nt | 4% | -15% | -8% | -1% | nt | nt | nt
COc1ccccc1NC(=O)Cn1c(=O)n(Cc2ccco2)c(=O)c2cccnc21 | nt | ? | -9% | -6% | -5% | nt | nt | nt
CCOc1ccc(N2CC(C(=O)N3CCc4ccccc4C3)CC2=O)cc1 (stereo unspecified) | 5% | 0% | 3% | -14% | -5% | -4% | 4% | 7%
CC(C)NC(=O)CSc1nc(N)c(-c2ccccc2)c(=O)[nH]1 | -3% | -1% | -2% | 15% | 3% | -8% | -12% | -6%
Cc1ccc(C2CC(c3ccco3)=NN2S(C)(=O)=O)cc1 (stereo unspecified) | 20% | 1% | 3% | -4% | -1% | 0% | 2% | -3%
Cc1ccc(NC(=O)/C(C#N)=C(\N)C(Cl)(Cl)Cl)nc1 | 3.5µM* | 2% | ? | 25µM* | -1% | -3% | nt | ?
CC(C)CC(=O)Nc1ccccc1Oc1ccccc1 | 16% | 2% | -8% | -10% | 9% | 0% | nt | -1%

Three successive records already listed:
SMILES | RGS12 GoLoco inh | TexasRed fluor | Tau fibril FP | Tau fibril ThT | TRb SRC2 PPI | RECQ1 inh | L3MBTL1 block | JMJD2E inh
Cc1ccc(C2CC(c3ccco3)=NN2S(C)(=O)=O)cc1 (stereo unspecified) | 20% | 1% | 3% | -4% | -1% | 0% | 2% | -3%
Cc1ccc(NC(=O)/C(C#N)=C(\N)C(Cl)(Cl)Cl)nc1 | 3.5µM* | 2% | ? | 25µM* | -1% | -3% | nt | ?
CC(C)CC(=O)Nc1ccccc1Oc1ccccc1 | 16% | 2% | -8% | -10% | 9% | 0% | nt | -1%

More structures follow:
SMILES | RGS12 GoLoco inh | TexasRed fluor | Tau fibril FP | Tau fibril ThT | TRb SRC2 PPI | RECQ1 inh | L3MBTL1 block | JMJD2E inh
CCOc1ccc(NC(=S)Nc2ccc(OC)cc2)cc1 | 6% | -1% | 3% | ? | 8% | 7% | -15% | 0%
CC(CCCC(C)(C)O)NC(=O)c1ccc(OC2CCN(C(=O)C3CC3)CC2)cc1 (stereo unspecified) | 6% | -2% | -6% | ? | 4% | 5% | 5% | -13%
COc1cccc(CNCCO)c1OCc1ccc(Cl)cc1 | 7% | 0% | 0% | -3% | 2% | -9% | nt | 3%
CN(C)CCCN(CCCN(C)C)C(=S)Nc1ccc(S(=O)(=O)N2CCOCC2)cc1 | -3% | -1% | -2% | 3% | 5% | -3% | -12% | -4%
CC(=O)Nc1ccc(N=Cc2nc(-c3ccc(C)cc3)oc2O)cc1 | 9% | -2% | 1% | 4.5µM* | 2% | -7% | 18% | -2%
O=C(NCCOc1cccc(Cl)c1Cl)c1cc(-n2cnnc2)ccc1Cl | 3% | -1% | ? | -16% | -2% | -14% | -5% | 2%
CCOC(=O)CNC(=O)CSc1nccn1Cc1ccco1 | 10% | -4% | -2% | -2% | -6% | i | -1% | 8%
CCC(Oc1ccc(F)cc1)C(=O)Nc1nc(-c2ccc(F)cc2)ns1 (stereo unspecified) | nt | 2% | ? | 6% | 4% | nt | nt | nt
COC(=O)c1[nH]c2c(c1C)C(=O)CC(c1ccccc1)C2 (stereo unspecified) | 14% | 0% | -8% | -1% | -5% | 4% | 7% | -1%
Cc1ccc(C)c(OCC(=O)N/N=C/c2c(C)nn(-c3ccccc3)c2Cl)c1 | 13% | -4% | -2% | ? | -10% | -4% | nt | 9%
C#CCOc1c(Br)cc(/C=N\NC(=O)CN2CCOCC2)cc1OCC | 13% | -2% | -8% | -13% | -2% | -3% | nt | 1%
CN=c1scc(-c2ccc(OC)cc2)n1/N=C(\C)c1cccnc1 | -6% | 0% | 1% | 11µM* | -13% | -23% | ? | -12%
COc1ccc(NC(=O)Nc2ccccc2SC)cc1OC | 17% | -1% | 9% | ? | -5% | i | -1% | -1%
CC1(C)CC(=O)C(C(=S)Nc2ccccc2)=C(NCCN2CCOCC2)C1 | 5% | -6% | 2% | -2% | 2% | -9% | 3% | 2%
Oc1c(C(c2ccco2)N2CCN(C(c3ccccc3)c3ccccc3)CC2)sc2ncnn12 (stereo unspecified) | 12% | -1% | ? | ? | -4% | -10% | nt | -11%
Cc1ccc(NC(=O)c2cccc(N3C(=O)C4C5CCC(C5)C4C3=O)c2)c(C)c1 (stereo unspecified) | -1% | 1% | 3% | 4% | 11% | 7% | -20% | 1%
c1ccc(SCCN2CCc3ccccc3C2)cc1 | 7% | -3% | -10% | -15% | -2% | -8% | 14% | ?
COc1ccc(OC)c(NC(=S)N2CCN(C/C=C/c3ccccc3)CC2)c1 | -9% | 2% | 6% | -10% | -13% | i | nt | ?
COc1cc(OC)c(Nc2nc3ccc(C)cc3n3nnnc23)cc1Cl | nt | 1% | 7% | -13% | 6% | nt | nt | nt
C#CCOCCOCCOCCNc1nc(N2CCN(C(=O)C([C@@H](C)CC)n3cc(C(N)CC(C)C)nn3)CC2)nc(N2CCN(C(=O)[C@H](CCC(=O)O)n3cc(C(N)CC(C)C)nn3)CC2)n1 (stereo partly specified) | 3% | -5% | 2% | 5% | -6% | -4% | -10% | -5%
O=c1cnnc(Nc2ccccc2F)[nH]1 | -1% | -1% | -1% | 0% | 0% | i | -18% | 0%
O=C(NCc1ccco1)c1sc2cc(Cl)ccc2c1Cl | 7% | -3% | 0% | ? | -4% | -2% | -3% | 3%
Cc1ccc(-n2nnnc2SC(C)C(=O)Nc2ccc(Cl)cn2)cc1 (stereo unspecified) | -13% | 1% | -6% | -3% | -15% | -8% | 49%[activator] | -6%
CCN(CC)c1ccc(C2C(C(=O)OC(C)C)C(=O)CC(C)(O)C2C(=O)OC(C)C)cc1 (stereo unspecified) | -5% | 0% | -1% | -13% | 2% | -2% | nt | 5%
COCCN(C(=S)Nc1cccc(OC)c1)C(C)c1cccs1 (stereo unspecified) | 0% | ? | -16% | -11% | -7% | -6% | 5% | -3%
O=C(CSc1nnc(-c2cccs2)n1-c1ccccc1)NCC1CCCO1 (stereo unspecified) | 4% | 0% | 7% | 5% | -22% | i | nt | -5%
O=C(NCc1cccs1)c1ccc(N2CCCC2=O)cc1 | -2% | -2% | -6% | -7% | -2% | -11% | nt | 5%
Cc1noc(C)c1S(=O)(=O)N1CCC(C(=O)N2CCN(c3ccc(F)cc3)CC2)CC1 | -6% | -1% | -9% | -3% | -11% | i | -4% | 0%
CC1CCN(CCCNC(=O)c2cc(Sc3ccc(F)cc3)nc3ccccc23)CC1 | nt | -2% | -1% | -4% | -5% | nt | nt | nt
